# Screens as filed in PubChem BioAssay.
# S1P3 antagonist – blocks the human S1P3 receptor. Q99500. CHO S1P3 NFAT-BLA reporter, FRET fluorescence, antagonist mode. inhibition, % at 4.98 µM. hit rate 0.27% among 170,000. AID 485;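 active = inhibition above the plate cutoff, the mean inhibition of test wells on that plate plus 3 SD, cut at about 28% in these data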;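 also: cells challenged with S1P at its EC80 of 0.8 µM; blue over green emission ratio from cleaved BLA substrate after 4 h stimulation; 0% = S1P-stimulated wells and 100% = unstimulated DMSO-only wells; some compounds past the cut are filed as inactive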
# Target sequence (Q99500 whole entry, looked up): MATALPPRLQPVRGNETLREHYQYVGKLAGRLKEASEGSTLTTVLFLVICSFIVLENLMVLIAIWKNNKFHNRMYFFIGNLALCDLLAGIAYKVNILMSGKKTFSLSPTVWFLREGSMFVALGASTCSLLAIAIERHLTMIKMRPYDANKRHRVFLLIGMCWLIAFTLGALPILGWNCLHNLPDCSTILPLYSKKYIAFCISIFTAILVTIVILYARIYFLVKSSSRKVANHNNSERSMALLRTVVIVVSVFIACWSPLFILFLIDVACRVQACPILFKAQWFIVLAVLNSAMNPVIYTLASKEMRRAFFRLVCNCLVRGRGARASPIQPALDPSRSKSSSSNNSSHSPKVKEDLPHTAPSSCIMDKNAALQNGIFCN
# Active calls of the source: *; & = joins results of further samples. This is a subset; the hit share may differ from the screen's.
S1P3 antagonist | SMILES
-20 | Cc1cc(C)c2c(n1)sc1c(N3CCCCC3)ncnc12
-9 | O=C(NCc1cccnc1)C(=O)C1C(=O)Nc2ccccc21 (stereo not given)
10 | Cc1nnsc1C(=O)N1CCC(CO)(Cc2ccccc2Cl)CC1
-3 | N/C(=N\OC(=O)Nc1cccc(C(F)(F)F)c1)c1ccno1
0 | O=Cc1cc2cc3c(cc2nc1Cl)OCCO3
2 | O=C(N/N=C/c1ccncc1)C1CC1(c1ccccc1)c1ccccc1 (stereo not given)
-4 | Cc1c(C(=O)O)sc2nc(CSc3ncc(C(F)(F)F)cc3Cl)[nH]c(=O)c12
6 | COc1cc(C(=O)NC(=S)Nc2ccc3c(c2)OCO3)cc(OC)c1OC
-2 | Cc1cccc(CSc2nnc([C@@H]3CCCN3)o2)c1
-4 | O=C(COC(=O)c1ccc(OC(F)F)cc1)NCCCN1CCCC1=O
-15 | O=C(COc1ccc([N+](=O)[O-])cc1)N1CCN(c2nnc(-c3ccccc3)c3ccccc23)CC1
-14 | Cc1cccc(NCC(=O)N/N=C\c2ccc[nH]2)c1
-12 | CC1CC(C)CN(S(=O)(=O)c2ccc3c(c2)oc(=O)n3CC(=O)NCc2cccnc2)C1 (stereo not given)
2 | O=C(CNC(=O)c1cnccc1C(F)(F)F)c1cccc(Cl)c1
0 | CCC(=O)N(C)CCc1cc2c(c(OC)c1/C=N/NS(=O)(=O)c1ccc(C)cc1)OCO2
-4 | Cc1sc(N2C(=O)C3C(C2=O)[C@H]2C=C[C@@H]3C2)c(C#N)c1C (stereo not given in full)
8 | C=C(C)C(=O)Nc1ccc(NC(C)C)cc1
7 | O=S(=O)(CCN1C=CC(C(F)(F)F)=NCC1)c1ccc(F)cc1
-14 | CCOC(=O)C1=C(c2ccccc2)Nc2ncnn2C1c1cccc(O)c1 (stereo not given)
-7 | Cc1ccc(C(=O)NNc2c3ccccc3nc3ccccc23)cc1
-4 | O=C(COc1ccc(Br)cc1)N1CCc2ccccc21
-18 | O=C(O)CCC(=O)NNC(=O)c1ccc([N+](=O)[O-])cc1
-1 | Cn1c(Cl)cnc1C(O)(c1ccccc1)c1ccccc1
2 | CN(C)S(=O)(=O)c1cccc(-c2csc(=Nc3ccccc3)n2CCCN2CCOCC2)c1
11 | CC(C)(C)c1cc(C(=O)NNc2ccc(OC(F)(F)F)cc2)n(Cc2ccccc2)n1
5 | NC(=O)c1cc(NC(=O)c2ccc(NS(=O)(=O)c3cccs3)cc2)cc(C(N)=O)c1
-2 | N#Cc1c(F)cccc1NCc1cccs1
-21 | COCC(C)OC(=O)c1c(N)n(CCCN2CCOCC2)c2nc3ccccc3nc12 (stereo not given)
8 | Nc1ccccc1C(=O)NNC(=O)C(=O)/C=C(\O)c1ccccc1
2 | COC(=O)Cc1ccc(NC(=S)NCCO)cc1

# Some of the entries above, reformatted.
SMILES,S1P3 antagonist
O=Cc1cc2cc3c(cc2nc1Cl)OCCO3,0
O=C(N/N=C/c1ccncc1)C1CC1(c1ccccc1)c1ccccc1 (stereo not given),2
Cc1c(C(=O)O)sc2nc(CSc3ncc(C(F)(F)F)cc3Cl)[nH]c(=O)c12,-4

# New compounds follow.
S1P3 antagonist | SMILES
-7 | CCOc1ccc(/C=C2\SC(=S)N(NS(=O)(=O)c3ccc(C)cc3)C2=O)cc1OC
13 | COc1cc(C(=O)O)ccc1Cl
10 | CN(Cc1ccccc1)C1=CC(=[N+]2CCCC2)CC(C)(C)C1
-6 | CCC(C)Nc1nc(N)c([N+](=O)[O-])c(Nc2ccccc2OC)n1 (stereo not given)
-2 | CCOP(=O)(OCC)/C(C#N)=C(\O)c1ccc(OC)cc1
-12 | NC(=O)C1=CN(Cc2ccc(Cl)cc2)CCC1C(F)(F)F (stereo not given)
-11 | Nn1c(SCc2cccc(Br)c2)nnc1-c1ccncc1
-11 | CCn1nc(C)c(Br)c1-c1nc(-c2ccc(C)cc2)no1
6 | N#CC(c1nc2ccccc2nc1OCCO)S(=O)(=O)c1ccccc1 (stereo not given)
-17 | Nc1c(C(=O)O)sc2nc(-c3ccc(F)cc3)cc(-c3ccccc3)c12
0 | O=C(N/N=C/c1c(Cl)[nH]c2ccccc12)c1ccc2c(c1)OCCO2
2 | CC(C)n1nnnc1SCC(=O)Nc1ccc2c(c1)OCCO2
-4 | Cn1c(=O)c2c(nc(OCCc3ccccc3)n2C)n(C)c1=O
-3 | CC1CCN(CC(CS(=O)(=O)c2ccc([N+](=O)[O-])cc2)N2CCC(C)CC2)CC1 (stereo not given)
-7 | CC(CC(=O)O)CC(=O)Nc1nncs1 (stereo not given)
-6 | COCCN1CCC(CNCc2c(C(=O)N3CCCCC3)nc3c(C)cccn23)C1 (stereo not given)
-5 | CCOc1cccc(N2C(=O)CC(NNC(=O)c3ccc(Br)o3)C2=O)c1 (stereo not given)
8 | Cc1cc(C)c(C#N)c(SCC(=O)C2CC2)n1
-6 | Nc1nnn(CC(=O)N/N=C/c2cccc(Cl)c2)n1
-9 | NC(=O)C1CCN(C(=O)COc2ccc(Nc3ccccc3)cc2)CC1
14 | O=c1cnnc(N/N=C/c2ccccn2)[nH]1
0 | CCOCCCn1c(C)nc2c(c1=O)c1nc3ccccc3nc1n2-c1ccc2c(c1)OCCO2
18 | CN(C)c1ccc(C2CNC(c3ccc(Cl)c([N+](=O)[O-])c3)c3[nH]c4ccccc4c32)cc1 (stereo not given)
-6 | COc1cc(C(O)c2nc3ccccc3s2)cc(OC)c1OC (stereo not given)
16 | COc1ccc(N/C=C/C(=O)c2ccc(OC)c(OC)c2)cc1
1 | O=S(=O)(Nc1ccncc1Cl)c1cccc(Cl)c1Cl
9 | Cc1nc(COc2ccccc2Cl)sc1-c1ccnc(N)n1
-8&-8 | OC1(Cc2ccccc2)CCNCC1
-1 | N#C/C(=C/c1ccc(-c2ccccc2[N+](=O)[O-])o1)C(=O)NCCN1CCCCC1
-31 | COc1ccc(C)c2sc(=NC(=O)c3ccc(C#N)cc3)n(C)c12
-2 | O=C(CC1C(=O)NCCN1C(=O)Nc1ccc(F)cc1F)Nc1ccc(F)cc1 (stereo not given)
-1 | O=c1[nH]cc(COCC(F)CCl)c(=O)[nH]1 (stereo not given)
9 | Cn1c2c(c(=O)n(C)c1=O)NC1(N2)C(=O)Nc2ccccc21 (stereo not given)
-1 | CCN(CC)CCOC(=O)c1ccc(N/C=C(/C#N)c2nc(-c3ccc(OC)cc3)cs2)cc1
-4 | COCCCn1c(=O)/c(=C\c2cccc(OC)c2OC)s/c1=C(/C#N)C(=O)Nc1ccc(C(=O)O)cc1
-8 | Cn1cnc([N+](=O)[O-])c1Sc1ccc(C(C)(C)C)cc1
-5 | Cc1cc(SCC(=O)Nc2ccc(O)cc2)n2nc(C)c(-c3ccccc3)c2n1
-2 | O=C(O)CC1(CC(=O)Nc2ccc3ccccc3n2)CCCCC1
0 | Cc1onc(-c2ccccc2)c1CNS(=O)(=O)c1ccc(F)cc1F
2 | O=C(NCCc1ccncc1)Nc1ccc(F)cc1
-6 | CCN(c1ccccc1)S(=O)(=O)c1ccc(Cl)c(NC(=O)COC(=O)c2cc(O)c3ccccc3c2O)c1
6 | O=[N+]([O-])c1cccc(-c2ccc(/C=N/NC(=S)NCc3ccco3)o2)c1
-8 | COc1ccc(NC(=O)Cn2nc([N+](=O)[O-])c(Cl)c2C)cc1OC
7 | CCS(=O)(=O)N1N=C(c2cccs2)CC1c1cc2cc(C)ccc2nc1Cl (stereo not given)
-8 | CC(C)(C)c1ccc(C(=O)O)c(C(=O)c2ccc(C(=O)O)cc2)c1
-3 | CN(CC(O)COc1ccc(S(=O)(=O)N2CCOCC2)cc1Cl)C1CCCCC1 (stereo not given)
20 | CN(CC(O)COCc1ccccc1F)C1CCCCC1 (stereo not given)
-8 | COc1cc(CCC(=O)O)on1
4 | Cc1ccccc1NNC(=O)C(=O)NNc1ccccc1C
1 | Cc1onc(C(=O)NN)c1-c1csc(COc2ccc(Cl)cc2)n1
-34 | CC(=O)c1ccc(N2CCN(C(=O)c3cc4c(=O)n(C)c5ccccc5c4n3C)CC2)cc1
-6 | CCn1c(CN2C(=O)CSc3ccccc32)n[nH]c1=S
-2 | Cc1ccc(NC(=O)c2cc(=O)c3ccccc3o2)cc1S(=O)(=O)N1CCOCC1
-14 | CC(=O)NCCCOc1ccc([N+](=O)[O-])cc1Cl
8 | Cc1nc(Nc2cccc(O)c2)c2c3c(sc2n1)CCC3
-6 | Cc1ccc(NC(=O)/C=N/OCC(=O)NCc2ccccc2Cl)cc1
-8 | O=C(Nc1cc(Cl)ccn1)C1(c2ccccc2)CC1(Cl)Cl (stereo not given)
-13 | Cc1cc(C)nc(NC(=O)CSc2nn(-c3ccccc3)c(=S)s2)n1
-30 | CCc1cc2c(=O)c(-c3nc4ccccc4[nH]3)coc2c(CN2CCCC(C)C2)c1O (stereo not given)
-10 | O=C(CCN1CCCC1)c1cccs1

# (continued)
S1P3 antagonist | SMILES
11 | N=c1c2c(ncn1CCCO)Oc1cc(O)ccc1C2c1ccccc1 (stereo not given)
-8 | CC(C)(C)c1ccc(Oc2ccc(NC(=O)c3cccs3)cn2)cc1
-1 | Cc1cc(SCC(=O)Nc2ccccc2)n2ncc(-c3ccccc3)c2n1
4 | COC(=O)c1c(C)nc(C)c(C(=O)OC)c1-c1ccc(OC)cc1
-13 | COc1ccccc1N(CC(=O)NCC1CCCO1)C(=O)CNS(=O)(=O)c1ccccc1 (stereo not given)
-7 | CCCCC12CN3CC(C)(CN(C1)C3c1ccc([N+](=O)[O-])o1)C2=O (stereo not given)
-2 | O=S(=O)(Nc1nc2ccccc2nc1-[n+]1cccc(N=C([O-])c2ccccc2Cl)c1)c1ccccc1
-4 | C=CCOc1nc(-c2ccccc2Cl)nc2ccccc12
-2 | O=C(Nc1ccccc1)C1CC(O)CN1S(=O)(=O)c1ccc([N+](=O)[O-])cc1 (stereo not given)
3 | COC(=O)c1sc(SC)nc1N
6 | Cc1ccc(NS(=O)(=O)c2ccc(-c3csc(C)n3)s2)c(C)c1
2 | Cc1csc(NC(=O)CSCC(=O)O)c1-c1nc2ccccc2s1
-4 | Cc1ccc2[nH]c(C(F)(F)F)cc(=O)c2c1
-8 | Oc1cccc(/C=N/Nc2nn3cnnc3c3ccccc23)c1
3 | CN(c1ccccc1)c1nc(N)c([N+](=O)[O-])c(N2CCCCCC2)n1
-1 | Cc1ccc(/C=N/NC(=O)C(O)c2ccccc2)o1 (stereo not given)
5 | O=C(O)C12CC3CC(C1)CC(n1ncc(NCc4ccco4)c(Cl)c1=O)(C3)C2
-7 | Cc1nc(-c2nnc(-c3ccccc3)o2)c(C(F)(F)F)o1
-18 | c1ccc(-c2nnc(-c3ccccn3)s2)nc1
2 | CC(C)N(CCC#N)C(=O)Nc1ccc2c(c1)CCO2
-3 | CSCC[C@H](NC(=O)Nc1cccc(Br)c1)C(=O)O
12 | COc1ccc(/C=C/C(=O)Nc2ccc(C)cc2)cc1S(=O)(=O)N1CCOCC1
2 | CC(C)(C)C(=O)Nc1ccccc1C(=O)NCc1cccnc1
-6 | O=C(NNc1c(Cl)cccc1Cl)c1cccs1
-15 | O=C(O)COc1ccccc1-c1ccccc1
-4 | O=C(N/N=C/c1cc([N+](=O)[O-])ccc1O)c1cccc2cc[nH]c12
-8 | Clc1ccc(-c2csc(-c3ccno3)n2)cc1
10 | Cn1nc(-c2ccccc2)cc1NC(=O)Nc1ccc(C(C)(C)C)cc1
3 | O=[N+]([O-])C(=c1ccc2c(c1)N1C3=C(CCCC3)CC3CCCCC31N=2)[N+](=O)[O-] (stereo not given)
-6 | COc1ccc(-n2nc(C)c3onc(C)c3c2=O)cc1

# Some of the entries so far, as labelled records:
> CCCCC12CN3CC(C)(CN(C1)C3c1ccc([N+](=O)[O-])o1)C2=O (stereo not given)
  S1P3 antagonist: -7

> COc1ccccc1N(CC(=O)NCC1CCCO1)C(=O)CNS(=O)(=O)c1ccccc1 (stereo not given)
  S1P3 antagonist: -13

# (further entries)
S1P3 antagonist | SMILES
0 | O=C(N/N=C(\CC(=O)c1cccs1)C(F)(F)F)c1ccncc1
-2 | COc1ccc(/C=C/C(=O)NC(=S)Nc2ccc(S(N)(=O)=O)cc2)cc1
6 | CCCN(CCC)C(=O)CC(c1ccccc1)c1ccco1 (stereo not given)
-2 | CC(NC(=S)NNS(=O)(=O)c1ccc(C(C)(C)C)cc1)c1ccccc1 (stereo not given)
-7 | CC(C)[C@H](NC(=O)NC1CCN(Cc2ccccc2)CC1)C(=O)O
-4 | COc1cc(OC)c(OC)cc1/C=N/n1c(-c2n[nH]c3c2CCC3)n[nH]c1=S
-8 | O=S(=O)(c1cccs1)N1CN(Cc2ccco2)c2nc3ccccc3nc21
-5 | O=[n+]1cc(-c2ccc(Cl)cc2)n([O-])c2c1CCC2
7 | Cc1ccc(NC(=O)N2CCN(c3ncccc3C(F)(F)F)CC2)cc1
2 | O=C(C1CCC1)N1CCN(c2ccnc3cc(Cl)ccc23)CC1
-2 | COc1ccc(-c2nc(-c3cccnc3)no2)cc1
4 | COc1cc(/C=C/C(=O)O)cc(S(=O)(=O)NC2CCCC2)c1OC

# A draw from above in order of molecular weight, highest first.
S1P3 antagonist | SMILES
-8 | O=S(=O)(c1cccs1)N1CN(Cc2ccco2)c2nc3ccccc3nc21
-2 | COc1ccc(/C=C/C(=O)NC(=S)Nc2ccc(S(N)(=O)=O)cc2)cc1
2 | O=C(C1CCC1)N1CCN(c2ccnc3cc(Cl)ccc23)CC1

# A portion of the results above:
S1P3 antagonist | SMILES
2 | O=C(C1CCC1)N1CCN(c2ccnc3cc(Cl)ccc23)CC1
-2 | COc1ccc(-c2nc(-c3cccnc3)no2)cc1
4 | COc1cc(/C=C/C(=O)O)cc(S(=O)(=O)NC2CCCC2)c1OC
